PfM18AAP inh: PfM18AAP enzyme inhibition; recombinant PfM18AAP, H-Glu-NHMec fluorogenic cleavage; AID 1822; inhibition, % at 7.35 µM; 1.2% of 290,000 active;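 active = inhibition above the campaign mean inhibition over all tested compounds plus 3 SD, cut at about 28% in these data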;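 also: 0% = plate median of test compound wells and 100% = 2 mM ZnCl2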
IMP-1 inhibitor: inhibitors of Pseudomonas aeruginosa IMP-1 metallo-beta-lactamase | AID 1556 | purified IMP-1, nitrocefin hydrolysis, epi-absorbance fluorescence | inhibition, % at 5.6 µM | 0.45% of 290,000 active;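 active = inhibition above the mean plus 3 SD of all compounds in the same screening run, cut at about 4.5% in these data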;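 also: 0% = IMP-1 with DMSO and 100% = DMSO wells lacking enzyme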
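System: Purified IMP-1 | Read-out basis: Percent enzyme inhibition | Controls: IMP-1 with DMSO as 0%, enzyme-free DMSO as 100% | Replicates: One well per compound | Doses: 5.6 µM nominal single concentration | Detection: Epi-absorbance fluorescence, 480 nm excitation, 530 nm emission | Incubation: 25 °C, 15 min preincubation, 25 min reaction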
PHOSPHO1 block: inhibitors of human PHOSPHO1 phosphatase; 1.1% of 290,000 active; inhibition, % at 13.3 µM; recombinant PHOSPHO1, absorbance phosphatase assay; in the data active = inhibition above about 60%
p-CIP stab down: p/CIP protein destabilization; Q05BA5; decrease of EGFP signal, % at 10 µM; F442A p/CIP-EGFP cells, EGFP fluorescence, 16 h; 0.01% of 290,000 active;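 active = EGFP signal decrease of at least 30% at 10 µM or well 3 SD below plate mean, unless failing retest; inactive = the rest, including hits failing retest or dose response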; also: some compounds called inactive have numbers as strong as hits; many of its hits are not listed in these tables
GPR7 antag: blocks human GPR7 receptor signaling; 1.1% of 290,000 active; AID 1861; P48145; inhibition, % at 4.4 µM; GPR7-expressing cells, fluorescence antagonist assay; in the data active = inhibition above about 16%, passing the limit was not always enough;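 also: cells stimulated with the agonist NPW; 0% = agonist with vehicle and 100% = vehicle without agonist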
IDE cell inh: cellular human IDE inhibition. HEK cells, FAbetaB cleavage, fluorescence polarization. 0.41% of 320,000 active. P14735. inhibition, % at 5.59 µM;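 active = percent inhibition above the average of all tested compounds plus 3 SD, set per screening campaign, cut at about 16% in these data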;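 also: IDE supplied by intact live HEK cells; FP after avidin binding of uncleaved biotin substrate so inhibition keeps polarization high; 0% = DMSO wells and 100% = 60 µM reference IDE inhibitor Ii1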
Target sequence (P14735 whole entry, looked up): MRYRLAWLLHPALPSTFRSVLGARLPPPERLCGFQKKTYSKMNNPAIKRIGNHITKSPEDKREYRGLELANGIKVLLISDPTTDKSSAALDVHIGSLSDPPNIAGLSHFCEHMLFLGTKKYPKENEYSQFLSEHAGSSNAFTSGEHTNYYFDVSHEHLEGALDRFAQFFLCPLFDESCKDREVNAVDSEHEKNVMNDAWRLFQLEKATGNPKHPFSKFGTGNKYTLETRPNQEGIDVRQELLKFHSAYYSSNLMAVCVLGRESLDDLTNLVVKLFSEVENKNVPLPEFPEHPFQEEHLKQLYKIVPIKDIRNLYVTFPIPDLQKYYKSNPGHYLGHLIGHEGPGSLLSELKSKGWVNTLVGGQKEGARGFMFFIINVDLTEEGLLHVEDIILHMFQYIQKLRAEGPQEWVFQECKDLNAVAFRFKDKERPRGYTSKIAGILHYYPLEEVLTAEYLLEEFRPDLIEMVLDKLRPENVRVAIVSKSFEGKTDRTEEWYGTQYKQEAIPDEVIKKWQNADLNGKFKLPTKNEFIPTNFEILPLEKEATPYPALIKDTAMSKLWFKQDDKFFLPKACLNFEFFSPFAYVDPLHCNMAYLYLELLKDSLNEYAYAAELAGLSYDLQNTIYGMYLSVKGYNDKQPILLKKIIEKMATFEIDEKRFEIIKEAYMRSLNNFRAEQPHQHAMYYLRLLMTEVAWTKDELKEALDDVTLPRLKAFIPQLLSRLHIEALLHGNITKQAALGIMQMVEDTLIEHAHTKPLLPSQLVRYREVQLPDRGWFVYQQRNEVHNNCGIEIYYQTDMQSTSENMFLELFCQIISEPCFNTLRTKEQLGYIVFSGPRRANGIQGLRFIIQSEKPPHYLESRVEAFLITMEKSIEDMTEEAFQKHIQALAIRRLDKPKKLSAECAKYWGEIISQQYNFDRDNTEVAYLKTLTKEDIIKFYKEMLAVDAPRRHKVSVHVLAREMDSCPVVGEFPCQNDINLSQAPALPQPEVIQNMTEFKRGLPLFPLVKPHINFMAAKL
IDE cell activ: activators of human insulin-degrading enzyme in cells. HEK cells, FAbeta-B cleavage, fluorescence polarization; 0% vehicle, 100% cell-free pure enzyme wells. activation, % at 5.96 µM. 0.073% of 340,000 active. AID 493087;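 active = activation above the mean of all tested compounds plus 3 SD, set per screening campaign, cut at about 17% in these data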
NALP1 yeast inh: inhibitors of NALP1 inflammasome in yeast. S. cerevisiae NALP1/ASC/caspase-1 growth, X-gal OD620, 72 h. inhibition, % at 10 µM. 0.61% of 280,000 active. AID 2071; in the data active = inhibition mostly above about 24%, no sharp cut-off; inactive = mostly below about 32%; also: some compounds called inactive have numbers as strong as hits
VIM-2 inh: inhibitors of Pseudomonas aeruginosa VIM-2 metallo-beta-lactamase; purified VIM-2, nitrocefin hydrolysis, epi-absorbance fluorescence; 0.89% of 290,000 active; inhibition, % at 5.6 µM;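 active = inhibition above the mean of all tested compounds plus 3 SD, cutoff set per screening run, cut at about 7.5% in these data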;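 also: red hydrolysis product quenches plate fluorescence so inhibitors raise well fluorescence; 0% = enzyme with DMSO and 100% = DMSO without enzyme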
* hit, by the source's call.

What do the screens show for `O=C(O)c1ccc(-n2c(O)c(C=C3N=c4ccccc4=N3)sc2=S)cc1`?
PfM18AAP inh: 51*; IMP-1 inhibitor: -3.5; PHOSPHO1 block: 24; p-CIP stab down: 7; GPR7 antag: -12; IDE cell inh: -5; IDE cell activ: -2; NALP1 yeast inh: -2; VIM-2 inh: -3.1

Results for COc1ccccc1N(C)S(=O)(=O)c1ccc(Cl)c(C(=O)NC2=NCCS2)c1 ?
PfM18AAP inh: -3; IMP-1 inhibitor: -1.1; PHOSPHO1 block: 28; p-CIP stab down: -8; GPR7 antag: 5; IDE cell inh: -2; IDE cell activ: 5; NALP1 yeast inh: 11; VIM-2 inh: -4.5

What do the screens show for `O=C(c1ccc(Cl)c(S(=O)(=O)N2CCOCC2)c1)N1CCN(Cc2ccccc2)CC1`?
PfM18AAP inh: -10; IMP-1 inhibitor: -3.3; PHOSPHO1 block: -45; p-CIP stab down: -4; GPR7 antag: -5; IDE cell inh: -1; IDE cell activ: -1; NALP1 yeast inh: 14; VIM-2 inh: -4.3

How did O=C(Nc1cccc(C(=O)Nc2ccc(F)cc2F)c1)c1ccccc1 do in these assays?
PfM18AAP inh: 6; IMP-1 inhibitor: -1.2; PHOSPHO1 block: 8; p-CIP stab down: 2; GPR7 antag: 0; IDE cell inh: 5; IDE cell activ: 3; NALP1 yeast inh: 9; VIM-2 inh: -3.1

What do the screens show for `COc1cc(CCC(=O)Nc2nnc(-c3cccnc3)s2)cc(OC)c1OC`?
PfM18AAP inh: -9; IMP-1 inhibitor: -0.1; PHOSPHO1 block: 24; p-CIP stab down: 10; GPR7 antag: -4; IDE cell inh: 3; IDE cell activ: 2; NALP1 yeast inh: 6; VIM-2 inh: 1.7

Results for CC1(C)CC(=O)C2=C(C1)c1c(ccc3ncccc13)NC2c1cccs1 (configuration not stated) ?
PfM18AAP inh: 6; IMP-1 inhibitor: -3.8; PHOSPHO1 block: -7; p-CIP stab down: 0; GPR7 antag: -4; IDE cell inh: 1; IDE cell activ: 4; NALP1 yeast inh: -26; VIM-2 inh: -0.8

Results for CCC(C)(C)NC(=O)C1CCN(c2nc(OC)nc(OC)n2)CC1 ?
PfM18AAP inh: -13; IMP-1 inhibitor: 1.4; PHOSPHO1 block: -3; p-CIP stab down: 4; GPR7 antag: 18; IDE cell inh: -4; IDE cell activ: 4; NALP1 yeast inh: 3; VIM-2 inh: 2.3

Results for CC(C(=O)NC(C)(C)C)N(C(=O)CS(=O)CC(=O)Nc1ccc(F)cc1)C1CCCC1 (configuration not stated) ?
PfM18AAP inh: -2; IMP-1 inhibitor: -3.1; PHOSPHO1 block: 26; p-CIP stab down: -1; GPR7 antag: -10; IDE cell inh: -2; IDE cell activ: 3; NALP1 yeast inh: 14; VIM-2 inh: -2.5

Results for Cc1cc(NS(=O)(=O)c2ccc(NC(=O)CCCOc3ccc(Cl)cc3)cc2)no1 ?
PfM18AAP inh: -5; IMP-1 inhibitor: -2.8; PHOSPHO1 block: 20; p-CIP stab down: -11; GPR7 antag: 2; IDE cell inh: -3; IDE cell activ: -2; NALP1 yeast inh: 13; VIM-2 inh: -3.5

What do the screens show for `CSc1nc(SCC(=O)O)c2c3c(sc2n1)COC(C)(C)C3`?
PfM18AAP inh: 3; IMP-1 inhibitor: -3.7; PHOSPHO1 block: 24; p-CIP stab down: -4; GPR7 antag: -12; IDE cell inh: -5; IDE cell activ: -1; NALP1 yeast inh: -9; VIM-2 inh: 17*

How did O=C(O)CC/C(=C\c1ccc(N2CCOCC2)c([N+](=O)[O-])c1)c1nc2ccccc2s1 do in these assays?
PfM18AAP inh: -1; IMP-1 inhibitor: -0.1; PHOSPHO1 block: 11; p-CIP stab down: 22; GPR7 antag: -9; IDE cell activ: 6; NALP1 yeast inh: 6; VIM-2 inh: -0.3

Results for CCOC(=O)c1sc(=S)sc1SCc1cccc(C(F)(F)F)c1 ?
PfM18AAP inh: -1; IMP-1 inhibitor: 0.1; PHOSPHO1 block: 58; p-CIP stab down: -3; GPR7 antag: -4; IDE cell inh: 4; IDE cell activ: 5; NALP1 yeast inh: -20; VIM-2 inh: -4.0

Results for Fc1cccc2sc(Nc3nc4cc5c(cc4s3)OCO5)nc12 ?
PfM18AAP inh: -1; IMP-1 inhibitor: -2.3; PHOSPHO1 block: 6; p-CIP stab down: -1; GPR7 antag: -6; IDE cell inh: -8; IDE cell activ: 4; NALP1 yeast inh: 9; VIM-2 inh: -1.2

How did CCOc1ccc(S(=O)(=O)NC2CCCC2)cc1C do in these assays?
PfM18AAP inh: -7; IMP-1 inhibitor: -2.8; PHOSPHO1 block: 6; p-CIP stab down: -6; GPR7 antag: 8; IDE cell inh: -3; IDE cell activ: 7; NALP1 yeast inh: -4; VIM-2 inh: -1.1

Results for COc1ccc(NC(=O)CCCC(=O)OCC(=O)c2cccc(OC)c2)cc1 ?
PfM18AAP inh: 4; IMP-1 inhibitor: -1.0; PHOSPHO1 block: 7; p-CIP stab down: -9; GPR7 antag: 9; IDE cell inh: 1; IDE cell activ: 6; NALP1 yeast inh: 0; VIM-2 inh: 1.8

Two records picked at random from the list so far, as already listed:
Results for CCC(C)(C)NC(=O)C1CCN(c2nc(OC)nc(OC)n2)CC1 ?
PfM18AAP inh: -13; IMP-1 inhibitor: 1.4; PHOSPHO1 block: -3; p-CIP stab down: 4; GPR7 antag: 18; IDE cell inh: -4; IDE cell activ: 4; NALP1 yeast inh: 3; VIM-2 inh: 2.3

Results for CC(C(=O)NC(C)(C)C)N(C(=O)CS(=O)CC(=O)Nc1ccc(F)cc1)C1CCCC1 (configuration not stated) ?
PfM18AAP inh: -2; IMP-1 inhibitor: -3.1; PHOSPHO1 block: 26; p-CIP stab down: -1; GPR7 antag: -10; IDE cell inh: -2; IDE cell activ: 3; NALP1 yeast inh: 14; VIM-2 inh: -2.5

More entries.
Results for CC(CCc1ccccc1)NC(=O)CN1CCc2ccccc2C1 (configuration not stated) ?
PfM18AAP inh: -2; IMP-1 inhibitor: -1.0; PHOSPHO1 block: 23; p-CIP stab down: -1; GPR7 antag: 13; IDE cell inh: -3; IDE cell activ: 6; NALP1 yeast inh: 35; VIM-2 inh: -2.2

How did COc1ccc(C2C(C(C)=O)=C(O)C(=O)N2CCc2ccccc2)c(OC)c1 (configuration not stated) do in these assays?
PfM18AAP inh: 0; IMP-1 inhibitor: 1.8; PHOSPHO1 block: 11; p-CIP stab down: -12; GPR7 antag: -10; IDE cell inh: 4; IDE cell activ: 4; NALP1 yeast inh: -11; VIM-2 inh: 0.9

Results for COc1ccc(/C=C(\NC(=O)c2cccs2)C(=O)Nc2cccc3ccccc23)cc1OC ?
PfM18AAP inh: -2; IMP-1 inhibitor: -0.7; PHOSPHO1 block: -2; p-CIP stab down: -6; GPR7 antag: -7; IDE cell inh: 4; IDE cell activ: -2; NALP1 yeast inh: 38; VIM-2 inh: -3.1

How did CC(C)CCNC(=O)NC(=O)COc1c(F)c(F)cc(F)c1F do in these assays?
PfM18AAP inh: -2; IMP-1 inhibitor: -1.4; PHOSPHO1 block: 10; p-CIP stab down: -5; GPR7 antag: 0; IDE cell inh: -2; IDE cell activ: -1; NALP1 yeast inh: 9; VIM-2 inh: -3.4

How did OCCNCCCOc1ccc(Cl)cc1Br do in these assays?
PfM18AAP inh: -1; IMP-1 inhibitor: -2.7; PHOSPHO1 block: 20; p-CIP stab down: -2; GPR7 antag: 3; IDE cell inh: 0; IDE cell activ: 7; NALP1 yeast inh: 2; VIM-2 inh: 0.3

What do the screens show for `O=C1C2C(C(=O)N1c1ccccc1)N1CCCN1C2c1ccccc1` (configuration not stated)?
PfM18AAP inh: -2; IMP-1 inhibitor: 1.2; PHOSPHO1 block: -4; p-CIP stab down: -1; GPR7 antag: -4; IDE cell inh: 5; IDE cell activ: 1; NALP1 yeast inh: 2; VIM-2 inh: 1.1

Results for O=C1OC(c2ccc(O)cc2)(c2ccc(O)cc2)c2ccccc21 ?
PfM18AAP inh: -7; IMP-1 inhibitor: -3.7; PHOSPHO1 block: 4; p-CIP stab down: -12; GPR7 antag: -21; IDE cell inh: 3; IDE cell activ: 5; NALP1 yeast inh: 22; VIM-2 inh: -2.9

How did O=C1CC(N2CCN(c3ccc(Cl)cc3)CC2)C(=O)N1c1ccc(F)cc1 (configuration not stated) do in these assays?
PfM18AAP inh: -18; IMP-1 inhibitor: -1.0; p-CIP stab down: -1; GPR7 antag: -1; IDE cell inh: -5; IDE cell activ: 5; NALP1 yeast inh: -10; VIM-2 inh: -1.1

Results for COc1ccc(OC)c(C2CC(=O)Nc3c2c(=O)[nH]c2ncnn32)c1 (configuration not stated) ?
PfM18AAP inh: 0; IMP-1 inhibitor: -2.4; PHOSPHO1 block: -4; p-CIP stab down: 8; GPR7 antag: -1; IDE cell inh: -2; IDE cell activ: 4; NALP1 yeast inh: 2; VIM-2 inh: -2.3

What do the screens show for `COc1cccc(CNC(=O)C2CCN(S(=O)(=O)c3ccc(Br)s3)CC2)c1`?
PfM18AAP inh: 0; IMP-1 inhibitor: -2.2; PHOSPHO1 block: 40; p-CIP stab down: 12; GPR7 antag: 9; IDE cell inh: 2; IDE cell activ: 7; NALP1 yeast inh: 12; VIM-2 inh: -0.4

Results for Cc1ccc(CSc2nnc(CS(=O)Cc3ccc(Cl)cc3Cl)n2C)cc1 (configuration not stated) ?
PfM18AAP inh: -9; IMP-1 inhibitor: -2.5; PHOSPHO1 block: 10; p-CIP stab down: 0; GPR7 antag: 10; IDE cell inh: 6; IDE cell activ: 0; NALP1 yeast inh: 34; VIM-2 inh: -1.2

Results for Brc1ccc(-c2csc(/N=C/N3CCOCC3)n2)cc1 ?
PfM18AAP inh: -10; IMP-1 inhibitor: -1.1; PHOSPHO1 block: 4; p-CIP stab down: 7; GPR7 antag: 8; IDE cell inh: 5; IDE cell activ: 2; NALP1 yeast inh: 35; VIM-2 inh: -1.4

What do the screens show for `CCOCCCNC(=S)N1CCCN(c2nc3cc(C)cc(C)c3cc2C#N)CC1`?
PfM18AAP inh: 5; IMP-1 inhibitor: -4.4; PHOSPHO1 block: 23; p-CIP stab down: -7; GPR7 antag: -5; IDE cell inh: -7; IDE cell activ: -3; NALP1 yeast inh: -12; VIM-2 inh: 1.2

How did O=C(Nc1cccnc1Cl)c1cc(-c2ccccc2O)on1 do in these assays?
PfM18AAP inh: 5; IMP-1 inhibitor: -1.9; PHOSPHO1 block: -30; p-CIP stab down: -1; GPR7 antag: 11; IDE cell inh: -3; IDE cell activ: -2; NALP1 yeast inh: 9; VIM-2 inh: -2.5

How did CCCCn1c(N)c(N(CC)C(=O)c2cc(S(=O)(=O)N3CCN(CC)CC3)ccc2Cl)c(=O)[nH]c1=O do in these assays?
PfM18AAP inh: 5; IMP-1 inhibitor: -2.5; PHOSPHO1 block: 53; p-CIP stab down: 3; GPR7 antag: -9; IDE cell inh: -6; IDE cell activ: -1; NALP1 yeast inh: 7; VIM-2 inh: -1.1

How did CC(C)CC1(C(=O)NCc2cc(F)cc(C(F)(F)F)c2)C=CCN1C(=O)c1ccccc1 (configuration not stated) do in these assays?
PfM18AAP inh: -3; IMP-1 inhibitor: -3.0; PHOSPHO1 block: 1; p-CIP stab down: 3; GPR7 antag: -14; IDE cell inh: -4; IDE cell activ: 5; NALP1 yeast inh: 22; VIM-2 inh: -0.7

What do the screens show for `Cc1cccnc1NC(=O)c1ccc(OCc2c(C)noc2C)cc1`?
PfM18AAP inh: 0; IMP-1 inhibitor: -1.8; PHOSPHO1 block: 27; p-CIP stab down: 0; GPR7 antag: -18; IDE cell inh: 1; IDE cell activ: -1; NALP1 yeast inh: 10; VIM-2 inh: -2.8
